Compound activity: PubChem BioAssay, National Center for Advancing Translational Sciences (NCATS)
Sm TGR block = qHTS Assay for the Inhibitors of Schistosoma Mansoni Peroxiredoxins | 3% of 360,000 active | purified TGR, DTNB reduction, TNB absorbance 405 nm | Potency, µM (series often up to 114 µM), without a hit: top-dose activity change, negative = inhibition, hits mostly inhibitors | AID 485364, 2010; also: potency is read from the fitted curve at half-maximal effect; nearly all actives have a fitted effect of over 60% in size
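Kinetic colorimetric format: TGR-catalysed, NADPH-driven DTNB reduction monitored via TNB absorbance. Enzyme dispensed at 20 nM; compound exposure 15 min at room temperature before reaction start.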
HCV inh = qHTS Assay for Inhibitors of Hepatitis C Virus (HCV); 3.4% of 340,000 active; Potency, µM (highest dose often 41.8 µM), without a hit: at the highest dose activity change, negative = inhibition, hits mostly inhibitors; Huh7.5.1 HCVcc-Cre infection, luciferase reporter, 44 h; also: potency is read from the fitted curve at half-maximal effect
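A cell-based infection assay in which seeded cells (1,000 per well) receive test compound after 4 h, are inoculated with HCVcc-Cre at approximately 0.5 moi, and are incubated 44 h before luminescence detection.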
HCMV antiviral = qHTS Assay for inhibitors of the human cytomegalovirus (HCMV). HFF cells, HCMV-luciferase reporter, 72 h; hits give low values. activity change, negative = inhibition, % at 57.5 µM. 4.5% of 410,000 active. AID 1259415, 2018; in the data active = activity change below about -60%; inconclusive = no clear call, values can overlap the other calls; inactive = above about -39%
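Two compound doses tested in HFFs infected with HCMV-luciferase, MOI 1 PFU/cell, 72 h at 37C. Lysate luminescence read with OneGlo; data normalized against buffer-only and 10uM Salinomycin inhibitor controls.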
Giardia FBPA inh = qHTS Assay for Inhibitors of Fructose-1,6-bisphosphate Aldolase from Giardia Lamblia. A8B2U2. purified Giardia FBPA. Potency, µM (highest dose often 59.6 µM), for inactives: at the highest dose activity, negative = inhibition, usual class: inhibitors. 0.71% of 290,000 active; also: potency is read from the fitted curve at half-maximal effect; nearly all actives have a fitted effect of over 55% in size
Target sequence (A8B2U2 whole entry, looked up): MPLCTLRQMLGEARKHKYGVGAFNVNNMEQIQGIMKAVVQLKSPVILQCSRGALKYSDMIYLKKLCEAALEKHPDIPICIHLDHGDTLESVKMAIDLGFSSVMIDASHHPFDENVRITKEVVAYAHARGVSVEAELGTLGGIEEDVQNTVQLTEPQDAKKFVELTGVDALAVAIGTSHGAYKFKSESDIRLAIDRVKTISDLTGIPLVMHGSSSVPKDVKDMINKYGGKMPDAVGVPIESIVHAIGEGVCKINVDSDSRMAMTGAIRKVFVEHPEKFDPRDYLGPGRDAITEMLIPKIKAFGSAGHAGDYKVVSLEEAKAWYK
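Giardia FBPA (40 nM reagent) was preincubated 10 min at RT with compound (up to 57.5 uM final), then substrate plus GAPDH/TPI/NAD/arsenate coupling system with diaphorase/resazurin was added; resorufin fluorescence (525/598 nm) was read after 20 min.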
AmpC detergent = qHTS Inhibitors of AmpC Beta-Lactamase (assay with detergent). P00811. AmpC hydrolysis of nitrocefin, absorbance 480 nm, 0.01% Triton. Potency, µM (series often up to 114 µM), for the others: top-dose activity change, negative = inhibition, actives largely listed as inhibitors. 0.041% of 370,000 active;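 also: potency is read from the fitted curve at half-maximal effect; 0% = no-compound wells and -100% = no-enzyme wells; nearly all actives have a fitted effect of over 25% in size; some results filed as inactive show a strong effect at the top dose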
Target sequence (P00811 whole entry, looked up): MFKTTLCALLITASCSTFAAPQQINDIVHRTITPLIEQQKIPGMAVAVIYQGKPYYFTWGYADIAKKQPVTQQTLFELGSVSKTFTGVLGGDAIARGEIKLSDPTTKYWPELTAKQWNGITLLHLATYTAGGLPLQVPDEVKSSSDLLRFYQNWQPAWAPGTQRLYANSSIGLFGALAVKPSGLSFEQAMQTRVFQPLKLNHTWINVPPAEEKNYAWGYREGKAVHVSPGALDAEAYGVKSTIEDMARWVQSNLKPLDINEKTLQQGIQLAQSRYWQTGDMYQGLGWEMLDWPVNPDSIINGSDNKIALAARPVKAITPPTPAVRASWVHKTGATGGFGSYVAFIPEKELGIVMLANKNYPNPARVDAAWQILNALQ
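20 mM phosphate pH 7.0 + 0.01% (detergent screen) or 0.0001% Triton X-100; 5.3 nM AmpC reagent; cpd preinc 15 min RT; nitrocefin (800 uM stock) to start; A480 q20 s × 4 min; Activity was normalised to no-enzyme and no-compound control wells.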
AMA1-RON2 inh = qHTS for Inhibitors of AMA1-RON; Towards Development of Antimalarial Drug Lead: Primary Screen. Plasmodium falciparum AMA1 (3D7) - RON2 peptide interaction. AlphaScreen AMA1-biotinylated RON2 peptide binding. Potency, µM (doses to about 58.2 µM), for the others: at the highest dose activity change, negative = inhibition, actives largely listed as inhibitors. 0.2% of 360,000 active;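 also: potency is read from the fitted curve at half-maximal effect; 0% = vehicle wells and -100% = peptide control; nearly all actives have a fitted effect of over 45% in size; some results filed as inactive show a strong effect at the top dose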
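AMA1 (3D7) with his tag at 25 nM final met compounds first, then biotinylated RON2 peptide at 25 nM; detection used donor plus acceptor beads, 10 µg/mL apiece, read by AlphaScreen after 30 min at room temperature.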
An asterisk follows results filed as active; ? = inconclusive; nt = not tested or not shown; & = joins results of further samples; [ ] = dose if it differs, or a comment. Unless noted, calls follow the shape of the dose curve; as a rule, active = well fitted curve in the direction sought with a large enough effect; inconclusive = small, poorly fitted or top-dose-only effect, or another doubt; inactive = no such curve, though single readings can be large; an effect the other way counts as inactive or inconclusive. Unless noted, % is scaled to controls: 0 for no effect and ±100 for the full control effect.

SMILES	Sm TGR block	HCV inh	HCMV antiviral	Giardia FBPA inh	AmpC detergent	AMA1-RON2 inh
O=C(C(=O)N1CC=C(c2ccccc2)CC1)c1c[nH]c2ccccc12	7%	0%	27	-3%	-2%	-9%[2.32 µM]
Cc1ccc2cc3c(NC(=O)c4ccco4)nn(CC(C)C)c3nc2c1	?	-26%	64	-4%	?	14%
CNc1nc2c(c(=O)n(C)c(=O)n2C)n1CC(O)COc1ccc(OC)cc1 (configuration not stated)	-2%	nt	-23	nt	12%	nt
Cc1ccc(S(=O)(=O)c2c(N)n(CCCN(C)C)c3nc4ccccc4nc23)cc1	-11%	?	nt	3%	3%	12%
COc1ccc(NC(=O)CN(c2ccc(C)cc2)S(=O)(=O)c2c(C)nn(C)c2C)cc1	-12%	-13%	-32	-6%	2%	1%
CC1(c2ccc(OC(F)F)cc2)NC(=O)N(CC(=O)c2ccc3c(c2)OCO3)C1=O (configuration not stated)	0%	?	-28	nt	?	5%
COC(=O)Cn1c(=NC(=O)c2cc(OC)cc(OC)c2)sc2cc(OC)ccc21	-1%	?	-39	-3%	0%	20%
COc1cc2nc(CN3CCN(S(=O)(=O)c4c(F)cccc4F)CC3)[nH]c(=O)c2cc1OC	1%	2%	?	nt	11%	4%
CCN(CC(=O)Nc1ccccc1C(F)(F)F)C(=O)C1CSC2(C)CCC(=O)N12 (configuration not stated)	-12%	19%	1	nt	-8%	37%[activator]
COc1ccccc1Nc1ncnc2c1oc1ccccc12	3%	?	4	-13%	-4%	11%
O=c1[nH]c(=S)n(-c2ccc(F)cc2)c(O)c1/C=N/N1CCOCC1	-2%	-1%	66	-10%	-3%	1%
COc1ccc(NC(=O)C(C)N(c2ccc(C)cc2)S(C)(=O)=O)cc1 (configuration not stated)	-11%	?	-12	1%	3%	5%
COC(=O)Nc1nn(-c2ccc(Cl)cc2)c(=O)c(C#N)c1C	14%	11%	-14	1%	1%	-9%
O=[N+]([O-])c1ccc(Nc2nc(NCCO)nc(N3CCCC3)n2)cc1	-3%	?	-33	-19%	7%	-10%
COC(=O)c1ccc(NC(=O)c2ccc[n+]([O-])c2)cc1	-10%	8%	-8	4%	0%	14%
O=c1c2ccccc2nc(-c2ccccc2)n1-c1cccc(O)c1	-1%	-6%	-26	0%	6%	-4%
CCOC(=O)c1c(C)n(-c2ccccc2)c2ccc(OC(=O)c3c(F)cccc3F)cc12	-8%	nt	13	nt	-2%	nt
O=C(NCC1(c2ccccc2)CCCC1)C(=O)Nc1cccc(Br)c1	2%	nt	9	nt	17%	nt
CCOC(=O)Cc1csc(NC(=O)c2csc3c2CCCC3)n1	7%	nt	-27	-5%	-1%	18%
CC(=O)NS(=O)(=O)c1ccc(NS(=O)(=O)c2ccccc2[N+](=O)[O-])cc1	-23%	19%	-3	21%	3%	-5%
CC(=O)c1ccc(N2CCN(c3ccc4cc(S(=O)(=O)N5CCC(C)CC5)ccc4n3)CC2)cc1	3%&5%	5%	-20&-2	5%	-1%&2%	0%
O=C(CN1CCOCC1)Nc1cccc(Cl)c1Cl	7%	2%	-6	4%	0%	14%
O=C(c1ccco1)N1CCN(c2ncnc3c2oc2ccccc23)CC1	-15%	-22%	18	2%	5%	1%
CCc1ccccc1OCCSc1nc(-c2cccs2)nc2cc(=O)[nH]n12	1%	nt	-12	nt	0%	nt
Cc1cccc(C2(c3cccc(C)c3)OC(=O)c3ccccc32)c1	15%	?	5	8%	?	5%
CCN(CCCNC(=O)c1nn(-c2ccc(OC)c(Cl)c2)c(=O)c2c1c1ccccc1n2C)c1cccc(C)c1	-13%	nt	19	nt	5%	nt
COc1cc(CCC(=O)N2CCN(S(=O)(=O)c3ccc(C)cc3)CC2)cc(OC)c1OC	-6%	-2%	35	nt	3%	4%
Cc1nc(SCC(=O)O)c(C#N)c(C)c1CC(=O)c1ccccc1	-19%	16%	-13	21%	-3%	51%[activator]
O=C(CCC(=O)NC1CCN(Cc2ccccc2)CC1)NCc1ccco1	4%	3%	13	2%	?	-2%
O=C(O)c1cc(O)ccc1O	nt	2%	66	nt	nt	0%
O=c1c2ccccc2nc(/C=C/c2cccnc2)n1Cc1ccccc1	-4%	8%	-98*	-4%	-6%	32µM*
CC(C)Oc1ccc(NC(=O)c2cc3ccccc3o2)cc1	2%	nt	85	nt	2%	nt
O=c1[nH]c2cccnc2c2ccsc12	17%	17%	50	-5%	1%	-5%
O=C(Cc1c[nH]c2ccccc12)NCc1cccs1	5%	9%	106	0%	?	-3%
Fc1ccccc1CSc1nncn1NC/C=C/c1ccccc1	-9%	17%	1	-8%	0%	5%
Fc1ccc(-n2c(Cn3nnc4ccccc43)n[nH]c2=S)cc1	nt	17%	19	-19%	-11%	16%
Cc1nnc(SCc2cccc(Oc3ccccc3)c2)n1N	-4%	6%	18	1%	-8%	17%
Cc1ccc(S(=O)(=O)N[C@H](C(=O)OCC(=O)NC(=O)Nc2ccc3c(c2)OCCO3)C(C)C)cc1	-3%	17%	-8	-12%	-2%	-1%[2.32 µM]
CCN(Cc1ccccc1)S(=O)(=O)c1ccc(C(=O)N(CCCN(C)C)c2nc3cc4c(cc3s2)OCO4)cc1	-18%	?	-65*	nt	-8%	-22%
Cc1ccccc1Nc1nc(N)nc(CN2CCN(C(=O)c3ccccc3)CC2)n1	-11%	0%	-12	1%	-10%	22%
Nc1ncnc2c1ncn2C1OC(CO)C(O)C1O (configuration not stated)	9%	15%	62	-7%&-9%&8%	?	-2%
Cc1ccc(NC(=O)Cn2c(CCC(=O)O)ccc2-c2cccs2)cc1Cl	25µM*	25%	-34&24	23%	3%&-5%	-2%
O=C(COc1ccc(Cl)cc1)NCCc1cnc[nH]1	0%	3%	11	-7%	-5%	-2%
O=C(COC(=O)c1ccco1)Nc1cccc(S(=O)(=O)N2CCCCC2)c1	nt	13%	-2	nt	nt	5%
Cc1ccc(S(=O)(=O)Nc2cccc(C(=O)N3CCCC3)c2)cc1F	-9%	30%[activator]	-14	nt	-13%	1%
CCOCCCNC(=O)c1c(NC(=O)c2cc(=O)c3ccccc3o2)sc2c1CCC2	-5%	nt	0	nt	0%	nt
O=C(NCc1cccnc1)C1CC(c2ccccc2Cl)=NO1 (configuration not stated)	4%	21%	11	-1%	-11%	2%
COCCNC(=O)c1ccc(-n2c(SCc3cc(F)ccc3F)nc3ccccc3c2=O)cc1	7%	-1%	19	2%	0%	10%
O=C(/C=C/c1ccc(S(=O)(=O)N2CCOCC2)cc1)NCc1ccccc1F	-1%	?	-18	nt	-9%	0%
Cc1ccnc2nc(C(=O)OCCOc3cccc(Br)c3)nn12	-30%	9%	-11	1%	0%	2%
CCc1nn(CC(=O)N2CCN(CC)CC2)c(=O)c2cc3sccc3n12	-9%	-10%	-10	-3%	-14%	12%
CCOC(=O)CSc1nc(N)c(C#N)c(-c2ccc(OCC)cc2)c1C#N	-11%	?	9	4%	2%	5%
CCCCn1c(N)c(N(CC(C)C)C(=O)CCCc2nc3ccccc3c(=O)[nH]2)c(=O)[nH]c1=O	4%	5%	-6	nt	1%	5%
O=C(CSc1cccc2cccnc12)N/N=C/c1ccc(O)cc1	0%	-19%	12	-28%	6%	45%[activator]
CCC1=Nc2cc(C(=O)NC3CCCC3)ccc2Sc2ccc(Cl)cc21	6%	nt	-71*	nt	13%	nt
CCN(C(=O)Cc1c(C(=O)O)[nH]c2ccccc12)c1ccc(OC)cc1	5%&-3%	0%	7	14%	-7%&-6%	-2%
O=C(COc1ccc2c(c1)CCC2)N1CCN(c2ccccc2F)CC1	-9%	-7%	-8	0%	-20%	-4%
Cc1ccc(CNC(=O)CSc2n[nH]c(N)n2)cc1	3%	3%	-30	7%	?	-10%
O=C(COc1ccc(S(=O)(=O)NC2CCCCC2)cc1)NCc1ccccn1	5%	6%	10	8%	-1%	35%[activator]
O=C(OC1CCOC1=O)c1cc(-c2ccccc2)nc2ccccc12 (configuration not stated)	0%	18%	13	8%	-5%	8%
(further entries)
SMILES	Sm TGR block	HCV inh	HCMV antiviral	Giardia FBPA inh	AmpC detergent	AMA1-RON2 inh
CCCC(=O)Nc1nc2nc(-c3ccccc3)cc(-c3ccccc3)n2n1	-21%	-5%	48	-1%	-12%	-11%
COc1ccc(C(=O)NCC(=O)OCc2ccc([N+](=O)[O-])cc2)cc1	-1%	21%	8	5%	?	-4%
COc1ccc(S(=O)(=O)N2CCOCC2)cc1NC(=O)COC(=O)CCS(=O)(=O)c1ccc(C)cc1	nt	20%	-15	nt	nt	-1%[11.6 µM]
Cc1ccc(C(=O)CN(CCC(=O)O)S(=O)(=O)c2ccc([N+](=O)[O-])cc2)cc1	-11%	-16%	23	nt	0%	-4%
Cc1ccc(CN(c2ccc(C(=O)N3CCc4ccccc4C3)cc2)S(C)(=O)=O)cc1	2%	10µM*	-34	-4%	1%	-12%
CCCCNC(=O)C1CCCN(Cc2nc(-c3ccc(Cl)cc3)oc2C)C1 (configuration not stated)	6%	nt	2	nt	24%	nt
S=C(c1ccc2c(c1)OCO2)N1CCOCC1	12%	19%	-8	-6%	4%	-3%
COc1ccccc1C(=O)NCC(=O)OCC(=O)NNC(=O)c1ccc(Br)cc1	nt	?	-15	nt	nt	49%[activator]
COc1ccc(NC2CCCN(Cc3cccc4cnccc34)C2)cc1OC (configuration not stated)	-31%	?	-40	-17%	-9%	1%
O=C1NC2(c3ccccc3)NC(=O)NC2(c2ccccc2)N1 (configuration not stated)	nt	12%	-16	nt	nt	-4%
COc1ccc(CCNS(=O)(=O)CC23CCC(CC2=O)C3(C)C)cc1OC (configuration not stated)	2%	-8%	3	-4%	-1%	-1%
O=C(O)COCc1nc2ccccc2s1	-2%	7%	-10	4%	4%	-13%
CN(CC(=O)Nc1ccc(C(N)=O)cc1)CC(=O)Nc1ccccc1Br	-1%	3%	-25	-2%	-1%	79%[activator]
Oc1ccccc1Oc1c(F)c(F)nc(N2CCCC2)c1F	2%	-27%	-13	?	7%	-17%

Retrieved by structure from the list above:
SMILES	Sm TGR block	HCV inh	HCMV antiviral	Giardia FBPA inh	AmpC detergent	AMA1-RON2 inh
COc1ccc(CCNS(=O)(=O)CC23CCC(CC2=O)C3(C)C)cc1OC (configuration not stated)	2%	-8%	3	-4%	-1%	-1%
O=C(O)COCc1nc2ccccc2s1	-2%	7%	-10	4%	4%	-13%
COc1ccc(C(=O)NCC(=O)OCc2ccc([N+](=O)[O-])cc2)cc1	-1%	21%	8	5%	?	-4%
Cc1ccc(CN(c2ccc(C(=O)N3CCc4ccccc4C3)cc2)S(C)(=O)=O)cc1	2%	10µM*	-34	-4%	1%	-12%
Oc1ccccc1Oc1c(F)c(F)nc(N2CCCC2)c1F	2%	-27%	-13	?	7%	-17%
Cc1ccc(C(=O)CN(CCC(=O)O)S(=O)(=O)c2ccc([N+](=O)[O-])cc2)cc1	-11%	-16%	23	nt	0%	-4%
